Screening results as filed in PubChem.
XIAP antagonists: XIAP antagonists, biochemical, IAP family, fluorescence polarization (AID 1018); displacement, % at 20 µM; hits with a dose series show IC50 in µM; 0.007% of 200,000 active; XIAP BIR domain, fluorescence polarization peptide displacement; higher % means a stronger effect; in the data active = displacement above about 50%; note: a part of the inactive calls stands beside numbers as strong as those of hits
PMI inhibitors: inhibitors of human PMI, primary screen, biochemical, fluorescence intensity, coupled assay (AID 1209); 0.42% of 190,000 active; purified PMI enzyme, coupled fluorescence intensity; higher % means a stronger effect; inhibition, % at 20 µM; hits with a dose series show IC50 in µM;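 note: plate controls were DMSO vehicle for no effect and wells lacking substrate for full effect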
UTI89 phage lysis: inhibition of K1F phage lysis, E. coli UTI89, bacterial capsule biogenesis inhibitors, alamar blue (AID 488966); 0.02% of 340,000 active; E. coli UTI89 K1F phage lysis, alamar blue, 2 h; higher % means a stronger effect; one-dose inhibition, % at 100 µM; IC50 in µM for titrated hits;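 active = phage lysis inhibition, versus mean bacterial control, above a set limit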;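 note: capsule biogenesis inhibitors block K1F phage lysis so surviving cells raise fluorescence; higher fluorescence means more inhibition of phage lysis; actives were called in the ten point dose series up to 300 µM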
M17LAP inhibition: P. falciparum M17LAP inhibitors, primary screen, biochemical, fluorogenic H-Leu-NHMec substrate, 1536-well (AID 1619) | recombinant M17LAP, H-Leu-NHMec fluorogenic kinetic assay; higher % means a stronger effect | inhibition, % at 30 µM; hits with a dose series show IC50 in µM | 0.38% of 220,000 active;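 active = compound inhibiting the enzyme by more than half at any dose during confirmatory dose-response retesting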;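 note: plate controls were full reaction with DMSO carrier for no effect and no enzyme background for full effect; strong numbers were not always called active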
Lipid droplet: hepatic lipid droplet formation modulation; AML12 mouse hepatocytes, oleate lipid droplets, BODIPY imaging; 0.4% of 240,000 active; inhibition, % at 6.5 µM;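 active = lipid droplet intensity inhibited by at least 50%, with more than 500 cells counted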
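Technique: fluorescence imaging, 20x objective, two fields per well / Assay system: AML12 hepatocytes (mouse) / Measure: % inhibition of lipid droplet signal / Doses: 6.5 µM single-point dosing / Incubation: overnight exposure / Reagent: 100 µM oleic acid challenge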
TNAP activators: human TNAP enzyme activators, primary screen, biochemical, luminescent, no phosphate acceptor, uHTS (AID 1001) | purified TNAP, luminescent activation assay, no phosphate acceptor; higher activation fold means a stronger effect | one-dose activation fold at 20 µM; EC50 in µM for titrated hits | 0.03% of 200,000 active; in the data active = activation fold from about 3, or a potency from the dose series; inactive = the rest, 99 in 100 with activation fold below about 1.6; note: many of its hits are not listed in these tables
M1AAP inhibition: malaria alanyl aminopeptidase activity blockers – biochemical, fluorogenic H-Leu-NHMec substrate, 1536-well (AID 1445); recombinant M1AAP, H-Leu-NHMec fluorogenic kinetic assay; higher % means a stronger effect; inhibition, % at 30 µM, or IC50 in µM where a hit was titrated; 0.42% of 220,000 active;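 active = primary inhibition above the hit cutoff, then over 50% inhibition at one or more dose response concentrations, cut at about 23% in these data, passing the limit was not always enough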;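 note: plate controls were DMSO full reaction for no effect and no enzyme background for full effect; strong numbers were not always called active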
human PMI inhibitors: MPI inhibition at elevated mannose 6-phosphate – biochemical, fluorescence intensity, high mannose 6-phosphate, primary screen (AID 1220). recombinant PMI enzyme, coupled fluorescence intensity; higher % means a stronger effect. 0.66% of 190,000 active. one-dose inhibition, % at 20 µM; IC50 in µM for titrated hits
SIAH1 antagonists: blockers of Siah-1 interaction with plectin peptide – biochemical, fluorescence polarization, rhodamine-plectin, uHTS, primary screen (AID 1817) | Siah-1 / rhodamine-plectin peptide fluorescence polarization; higher % means a stronger effect | one-dose displacement, % at 20 µM; IC50 in µM for titrated hits | 0.02% of 290,000 active;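 active = displacement of at least 50% at 20 µM, with a fluorescence ratio check between 0.3 and a set limit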;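 note: plate controls were Siah plus tracer with DMSO for no effect and tracer alone without Siah for full effect; strong numbers were not always called active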
Lipid droplet cells 6.5 µM: also measured in Lipid droplet; calls as there; cell count; measured here: cell count, cytotoxicity flag;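 cells counted across two imaged fields per well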
* hit, by the source's call; x = no result given; [ ] = remark or other dose. Cut-off read from the data, not from the text of the source, unless noted: active = inhibition above about 50%; inactive = the rest.

mol	PMI inhibitors	XIAP antagonists	TNAP activators	human PMI inhibitors	SIAH1 antagonists	Lipid droplet cells 6.5 µM	Lipid droplet	M1AAP inhibition	M17LAP inhibition	UTI89 phage lysis
CCO/C=C1/C(=O)N(c2ccccc2OC)C(=O)c2ccccc21	-43.8%	-5.7%	1.1	1.2%	15.0%	645	-1.4	-1.1%	-14.0%	0.7%
CCOc1ccccc1N(CC(=O)Nc1ccc(S(=O)(=O)N2CCOCC2)cc1)S(=O)(=O)c1ccccc1	-0.1%	-3.8%	1	-6.6%	-4.5%	x	x	14.6%	-1.1%	0.5%
Cc1ccc2cc(CN(CC3CCCO3)C(=S)Nc3ccccc3)c(=O)[nH]c2c1C (stereo not given)	8.9%	-0.6%	1	-1.3%	6.2%	455	-94.0	8.2%	-5.8%	4.5%
Cc1cc(C(=O)NCCCN2CCCC2=O)no1	-2.7%	-6.1%	1.1	8.8%	0.5%	618	-2.3	3.3%	-5.3%	-0.2%
Cc1ccc(C)c(N2CCN(C(=O)C(Cc3ccccc3)n3cccc3)CC2)c1 (stereo not given)	10.3%	-3.3%	1.2	14.5%	4.6%	x	x	-1.4%	-0.9%	-0.6%
O=c1c(/C=N/OCc2ccc(Cl)cc2Cl)c[nH]n1-c1cccc(Cl)n1	-31.2%	-8.4%	1.2	-31.6%	-12.8%	723	-9.5	-15.4%	-3.7%	-0.1%
Cc1cccc(C(P(=O)(c2ccccc2)c2ccccc2)P(=O)(c2ccccc2)c2ccccc2)n1	3.1%	-4.0%	1.2	-2.4%	8.5%	529	-38.4	5.7%	6.0%	3.0%
O=C(Nc1cccc(NC(=O)c2ccc(Br)o2)n1)c1ccc(Br)o1	4.8%	-6.8%	1.1	4.2%	6.8%	748	-7.6	8.4%	17.5%	7.4%
CCC1CCCCN1Cc1nc2c(c(=O)n(C)c(=O)n2C)n1CCC(C)C (stereo not given)	1.8%	-4.4%	1.1	0.8%	-4.6%	702	-7.9	x	x	0.0%
COc1c(/C=N/NC(=O)[C@H]2C[C@@H]2c2ccccc2)c(CCN(C)C(C)=O)cc2c1OCO2	x	x	x	x	12.6%	758	1.8	3.3%	-0.7%	-1.1%
O=C1CCC(=O)N1OCCCOc1ccc(Br)cc1Cl	-3.6%	0.4%	1	-1.3%	2.9%	726	-7.7	-0.4%	-1.4%	0.5%
CCOc1ccccc1NC(=S)NNS(=O)(=O)c1c(C)cc(C)cc1C	-1.9%	0.7%	0.9	-7.5%	5.6%	711	21.3	-2.2%	-9.2%	1.7%
O=C(NCCc1ccccc1)c1cnc2n(c1=O)CCS2	-4.6%	-8.3%	1.1	-6.7%	4.9%	687	-13.0	6.7%	6.4%	0.1%
Cc1occc1C(=O)N/N=C/c1cnn(C)c1C	44.0%	-1.9%	1.1	64.0%*	4.3%	765	8.3	1.9%	16.1%	-0.3%
CC(=O)Nc1ccc(NC(=O)N2CCCCC2)cc1	3.8%	-3.5%	1.1	1.0%	-1.8%	766	-2.3	-2.7%	-2.1%	3.8%
CCCCc1ccc(NC(=S)NCCO)cc1	-4.8%	-6.6%	1.1	-6.8%	-3.5%	679	-1.3	-4.5%	-3.0%	0.2%
CCOC(=O)N1CCN(c2c(N3CCN(C(=O)OCC)CC3)c(=O)c2=O)CC1	x	x	x	x	5.8%	714	-35.4	3.2%	17.4%	-0.7%[50 µM]
CCOc1ccc(NC(=S)Nc2ccc(OCc3ccccc3)cc2)cc1	16.7%	-11.8%	1.1	17.7%	-0.3%	497	-7.9	-1.4%	10.3%	1.3%[50 µM]
CC1(C)N=C(N)NC(Nc2cccc(Br)c2)=N1	-5.4%	-1.0%	1.3	-4.9%	-0.6%	773	8.8	7.8%	-2.2%	-10.1%
COC(CN(C)C(C(=O)NC1CCCCC1)c1ccccc1)OC (stereo not given)	-0.9%	-8.4%	1.1	-2.7%	1.2%	756	7.1	-1.0%	0.2%	0.2%
O=C(Nc1ccncc1)c1cn(-c2ccccc2)nc1-c1cccs1	10.9%	-3.1%	1.1	7.2%	-1.8%	814	8.1	3.9%	-6.4%	-0.2%
CCc1ccccc1NC(=O)N[C@@H](C)C(=O)OC	-0.6%	-4.1%	0.9	-6.5%	-2.4%	x	x	-1.9%	-4.5%	-0.3%
CCc1cc(=O)oc2c(CN3CCCC3)c(O)c(Cl)cc12	4.7%	-7.1%	1.1	0.4%	0.6%	780	9.1	18.3%	-43.5%	-0.1%
Cc1sc2nc(SCC(=O)NCc3ccco3)n(-c3ccccc3)c(=O)c2c1C	-1.1%	-3.6%	1.1	-0.2%	2.4%	x	x	2.3%	-15.2%	3.1%
O=C(N/N=C\c1cn[nH]c1-c1ccccc1)c1cccnc1	3.5%	1.0%	0.9	-3.7%	1.3%	784	-20.2	-9.1%	17.7%	-0.2%[50 µM]
O=C(c1ccc2c(c1)OCO2)C1CCCN(Cc2cc(F)ccc2-n2cccn2)C1 (stereo not given)	2.8%	-3.9%	1.1	5.7%	-2.6%	726	-12.4	3.4%	-6.8%	0.3%
CCOC(=O)CSc1nnc(CNc2ccc(Cl)cc2)n1Cc1ccccc1	-10.0%	-5.0%	1	-8.4%	5.1%	751	3.9	-0.1%	-1.9%	-0.6%
O=C(N/C(=C\c1ccc(Br)cc1)C(=O)N1CCCC1)c1cccs1	5.4%	-8.6%	1.1	8.5%	6.4%	732	3.7	5.6%	-3.7%	-0.3%
COc1ccc(-c2c(O)c(C#N)c(-c3ccccc3)n(-c3ccc(OC)cc3)c2=O)cc1	-2.5%	-3.4%	1.1	0.1%	-3.4%	574	0.2	1.6%	31.9%	-0.1%
O=C(CSc1nnc(Cc2ccccc2)n1-c1ccccc1)NNC(=O)Cc1ccccc1	5.3%	-0.9%	2.3	5.7%	4.6%	700	-3.6	-5.7%	4.2%	-3.4%
Cc1ccc(NC(=O)Cn2c(O)c(N=NC(=O)c3cc([N+](=O)[O-])ccc3O)c3ccccc32)cc1	x	x	x	x	12.2%	656	2.0	15.3%	7.8%	x
Cc1cccc(Nc2cc(=O)[nH]c(=O)[nH]2)c1	4.5%	-6.9%	1.1	19.3%	-1.5%	684	-1.2	11.5%	13.4%	1.4%[50 µM]
Cn1c(=O)c2c(nc(NCCNC(=O)c3ccco3)n2Cc2ccc(Cl)cc2Cl)n(C)c1=O	10.8%	-7.6%	1.1	14.0%	3.8%	x	x	4.7%	-5.1%	1.3%
CCn1c(=O)n(-c2ccc(Cl)cc2)c(=O)c2c3c(sc21)COC(C)(C)C3	1.5%	0.7%	1.1	-3.2%	2.9%	x	x	0.2%	-5.9%	0.3%
CCCCc1nnc(SCCSc2nnc(CCCC)n2N)n1N	11.9%	-14.4%	1	14.1%	-1.2%	738	-3.7	6.2%	1.2%	0.8%
O=C(Nc1ccc(-c2nc3cc(Cl)ccc3o2)cc1)C1CCCO1 (stereo not given)	-4.3%	-5.4%	1	-7.5%	-3.7%	744	-3.5	-0.9%	-9.6%	0.2%
Cc1cc(C)n(CCc2nc(-c3ccco3)cs2)n1	8.9%	-5.5%	1.3	-4.7%	-2.1%	x	x	6.0%	13.2%	6.3%
CCOC(=O)c1ccc(N/C=C2\CCCCC2=O)cc1	0.4%	-4.2%	1.1	-4.3%	0.8%	747	4.8	-2.0%	12.2%	-0.5%
COc1ccccc1OCc1ccc(C(=O)N2CCOCC2)o1	2.6%	-5.4%	1.1	6.0%	-0.6%	708	8.2	6.0%	28.6%	1.1%[50 µM]
O=C(c1cccc(C(F)(F)F)c1)N1CCC(O)(CS(=O)(=O)Cc2ccccc2)CC1	-1.1%	-3.3%	1.1	0.0%	0.2%	x	x	2.6%	-3.5%	0.2%
O=C(CSc1nnc(C2CC2)n1Cc1ccco1)NCC(F)(F)F	2.7%	-5.9%	1.1	7.6%	-1.8%	676	0.8	8.8%	1.3%	-0.1%
COCCOCCn1cnc2ccccc21	2.5%	-4.2%	1	4.1%	-0.7%	785	18.5	5.7%	8.2%	0.3%
CCc1cc2c(SCC(=O)O)ncnc2s1	5.7%	-14.5%	1.1	-1.3%	5.3%	762	-0.6	2.8%	11.2%	5.0%
CCN(CC)c1ccc(/C=C2\CCC(/C=C(\C#N)C(=O)Nc3ccccc3F)=C2N2CCOCC2)cc1	32.9%	-8.1%	0.5	40.2%	-3.9%	651*	100.7*	3.1%	16.1%	0.6%
O=C(CSc1nnc(-c2n[nH]c3ccccc23)n1-c1ccccc1)Nc1ccccc1Cl	3.1%	-4.1%	1.1	3.1%	-2.7%	639	-2.1	-1.2%	-7.5%	7.7%
Cc1cccc(-n2c(CNC(=O)c3ccccc3)nnc2SCC(=O)Nc2nccs2)c1	5.8%	-4.1%	1.1	12.0%	-2.3%	585	-31.5	10.2%	1.7%	2.7%
N#Cc1ccsc1NC(=O)CN1CCN(c2ccccn2)CC1	-8.3%	-7.2%	0.8	-7.2%	-3.6%	746	12.6	-3.5%	-8.3%	3.3%
CCOC(=O)C1=C(C)OC(N)=C(C#N)C1c1ccc(O)c(OC)c1 (stereo not given)	5.0%	-0.7%	0.9	6.8%	0.8%	x	x	4.5%	5.3%	0.1%
CC(=O)Nc1ccc(S(=O)(=O)N2CCCN(S(=O)(=O)c3ccc(C)cc3)CC2)cc1	13.6%	-3.1%	1	12.9%	-2.1%	x	x	3.6%	2.2%	-2.9%

Look-ups from the results shown:
Cc1cccc(Nc2cc(=O)[nH]c(=O)[nH]2)c1 – human PMI inhibitors: 19.3%
O=C(c1cccc(C(F)(F)F)c1)N1CCC(O)(CS(=O)(=O)Cc2ccccc2)CC1 – PMI inhibitors: -1.1%
